# Source: PubChem BioAssay
# PME-1 primary = blocks human protein phosphatase methylesterase 1 | Q9Y570 | inhibition, % at 5.9 µM | recombinant PME-1, FP-Rh probe fluorescence polarization | actives 0.53% (n = 320,000);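 active = inhibition above the campaign mean of all compounds plus 3 SD, cut at about 26% in these data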;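 also: competitive labeling of PME-1 active site by serine hydrolase directed probe; 0% = PME-1 with DMSO and 100% = wells lacking PME-1 enzyme; inhibitors block probe labeling so polarization falls and inhibition rises; many of its hits are not listed in these tables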
# PAFAH1B2 FP inh = PAFAH1B2 (human) inhibition. P68402. recombinant PAFAH1B2, FP-rhodamine activity probe, fluorescence polarization. inhibition, % at 3.39 µM. actives 1.2% (n = 340,000). AID 492953;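 active = inhibition above the mean of all tested compounds plus 3 SD, cut at about 24% in these data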;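 also: 0% = enzyme with DMSO and 100% = wells lacking PAFAH1B2; many of its hits are not listed in these tables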
# Target sequence (P68402 whole entry, looked up): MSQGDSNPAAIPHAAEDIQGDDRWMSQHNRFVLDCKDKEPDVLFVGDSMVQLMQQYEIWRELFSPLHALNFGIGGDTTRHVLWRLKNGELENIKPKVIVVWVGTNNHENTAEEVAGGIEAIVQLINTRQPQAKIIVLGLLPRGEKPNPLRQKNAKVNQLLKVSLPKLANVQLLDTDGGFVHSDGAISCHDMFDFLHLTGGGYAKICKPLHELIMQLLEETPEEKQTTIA
# PAFAH2 FP inh = inhibitors of human PAFAH2; recombinant PAFAH2, FP-rhodamine activity probe, fluorescence polarization; inhibition, % at 3.39 µM; actives 0.99% (n = 340,000); AID 492956;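 active = inhibition above the mean over all tested compounds plus 3 SD, cut at about 30% in these data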;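 also: inhibitors block probe labeling of enzyme so polarization drops; 0% = enzyme with DMSO and 100% = wells lacking PAFAH2 protein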
# LYPLA1 inh = counter-screen for PME1 inhibitors: inhibitors of human LYPLA1 | inhibition, % at 5.9 µM | actives 0.16% (n = 320,000) | recombinant LYPLA1, FP-Rh probe fluorescence polarization | O75608;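 active = inhibition above the mean of all tested compounds plus 3 SD, set per campaign, cut at about 14% in these data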;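 also: inhibitors block serine hydrolase probe labeling of LYPLA1 so polarization falls; 0% = enzyme with DMSO and 100% = wells lacking LYPLA1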
# PAFAH1B3 FP inh = PAFAH1B3 (human) inhibition | recombinant PAFAH1B3, FP-rhodamine probe, fluorescence polarization | Q15102 | inhibition, % at 3.39 µM | actives 0.28% (n = 340,000);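 active = inhibition above the screen-wide average of all tested compounds plus 3 SD, cut at about 25% in these data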;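 also: 0% = enzyme with DMSO only and 100% = wells lacking PAFAH1B3 protein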
# PAD4 FP inh = PAD4 (human) enzyme inhibition. recombinant PAD4, RCA probe fluorescence polarization. inhibition, % at 6.36 µM. actives 0.41% (n = 330,000);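 active = percent inhibition above a cutoff equal to the mean of all tested compounds plus 3 SD, cut at about 15% in these data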;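 also: 0% = PAD4 with RCA probe and DMSO and 100% = probe without PAD4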
# pPAFAH FP inh = pPAFAH (human) enzyme inhibition | inhibition, % at 3.39 µM | actives 1.5% (n = 330,000) | recombinant pPAFAH, FP-rhodamine probe fluorescence polarization | Q13093;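 active = inhibition above the mean inhibition across the screen plus 3 SD, cut at about 25% in these data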;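 also: inhibitors block binding of the rhodamine activity-based probe so polarization drops; 0% = enzyme with DMSO and 100% = wells lacking pPAFAH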
# Target sequence (Q13093 whole entry, looked up): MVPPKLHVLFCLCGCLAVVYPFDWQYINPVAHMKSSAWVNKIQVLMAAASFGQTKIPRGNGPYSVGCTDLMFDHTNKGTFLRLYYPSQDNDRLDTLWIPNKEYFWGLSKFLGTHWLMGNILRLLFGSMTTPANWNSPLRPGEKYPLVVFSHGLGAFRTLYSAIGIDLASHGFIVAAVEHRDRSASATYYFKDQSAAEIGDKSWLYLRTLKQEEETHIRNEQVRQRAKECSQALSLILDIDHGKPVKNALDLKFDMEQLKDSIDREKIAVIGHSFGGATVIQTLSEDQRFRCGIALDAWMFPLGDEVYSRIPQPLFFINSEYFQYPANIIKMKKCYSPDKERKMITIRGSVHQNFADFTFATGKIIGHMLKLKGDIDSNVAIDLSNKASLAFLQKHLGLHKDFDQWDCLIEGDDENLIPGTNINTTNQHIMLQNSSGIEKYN
# LYPLA2 counter = blocks human lysophospholipase 2, a PME1 counter-screen | O95372 | actives 0.38% (n = 320,000) | AID 2177 | recombinant LYPLA2, FP-Rh probe fluorescence polarization | inhibition, % at 5.9 µM;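 active = inhibition above the screen-wide mean plus 3 SD, limit set per campaign, cut at about 26% in these data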;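 also: 0% = LYPLA2 with DMSO and 100% = wells lacking LYPLA2 enzyme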
# GSTO1 inh = counter-screen for RBBP9 inhibitors: inhibitors of human GSTO1 | P78417 | recombinant GSTO1, activity-based probe fluorescence polarization | inhibition, % at 5.96 µM | actives 1.1% (n = 300,000);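 active = inhibition above the campaign mean inhibition plus 3 SD, cut at about 35% in these data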;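 also: 0% = GSTO1-1 with DMSO and 100% = wells lacking GSTO1-1 enzyme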
# Target sequence (P78417 whole entry, looked up): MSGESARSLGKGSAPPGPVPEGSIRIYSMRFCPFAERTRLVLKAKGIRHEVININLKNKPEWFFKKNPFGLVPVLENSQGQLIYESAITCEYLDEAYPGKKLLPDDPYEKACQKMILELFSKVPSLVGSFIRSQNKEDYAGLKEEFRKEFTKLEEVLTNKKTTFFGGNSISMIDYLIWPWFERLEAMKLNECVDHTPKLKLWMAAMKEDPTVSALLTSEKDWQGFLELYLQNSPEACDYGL
# * marks the source's active call; other numbers are inactive results; x = no result given; & = joins results of further samples. An excerpt (hit frequency here may not be typical).
SMILES,PME-1 primary,PAFAH1B2 FP inh,PAFAH2 FP inh,LYPLA1 inh,PAFAH1B3 FP inh,PAD4 FP inh,pPAFAH FP inh,LYPLA2 counter,GSTO1 inh
CCN(Cc1ccccc1)C(=O)CCS(=O)(=O)c1ccc2c(c1)oc(=O)n2C,-1,9,-1,5,12,3,2,6,-1
CCOC(=O)Cn1nc(C)n(-c2ccc(C)cc2)c1=O,0,2,1,-2,2,5,1,9,5
O=C(O)CCCNC(=O)CCCNC(=O)C(c1ccccc1)c1ccccc1,3,1,4,0,9,0,0,2,2
Fc1ccccc1CSc1ncn[nH]1,-1,3,5,0,6,1,4,1,-3
Cc1cccn2c(=O)c3cc(C(=O)NCCC4=CCCCC4)n(C)c3nc12,3,5,3,-3,0,-3,4,2,-2
c1ccc(NC2=NCCN2CC2CCCCCC2)cc1,2,7,9,-1,2,-1,8,1,-9
Cn1nc(C(=O)Nc2ccc(-n3cnnn3)cc2)c2ccccc2c1=O,x,8,-3,x,10,-3,-6,x,x
Cc1ccc(NC(=O)CCc2c(C)nn(-c3ccc(N4CCOCC4)nn3)c2C)cc1,-2,0,8,1,5,-1,1,5,4
CC(C)(C)c1ccc(/C=C/C(=O)NCCCn2ccnc2)cc1,2,5,-2,1,11,-4,3,2,-6
COc1ccc(S(=O)(=O)N(C)C)cc1NCC(=O)Nc1ccc(Br)c(C)c1,9,2,7,-3,0,6,1,-2,10
O=C1c2cccnc2C(Nc2ccc(S(=O)(=O)N3CCCCC3)cc2)N1Cc1ccccc1 (configuration not stated),3,8,2,-1,-2,2,5,2,2
CC(=O)N1CCc2cc(S(=O)(=O)NCCC(=O)NCCc3ccccc3)ccc21,-4,0,-3,-7,2,-3,2,0,-8
Oc1ccc(/C=N/Nc2ccccc2)cc1,0,-2,3,-5,4,-3,3,-4,16
O=C(COC(=O)c1cccs1)NCc1ccccc1,-1,2,47*,-4,10,-4,6,0,11
C=CCn1c(SCC(=O)c2ccc(Cl)cc2)nnc1-c1ccc2c(c1)OCO2,-1,5,6,-5,-1,-2,-2,-2,14
COc1cccc(OCC(O)CNC(C)c2ccccc2)c1 (configuration not stated),-5,1,-3,1,8,2,3,3,1
COc1ccccc1CNC(=O)CN1C(=O)COc2ccc(S(=O)(=O)N3CCCCC3)cc21,3,2,-1,5,4,-1,2,4,0
COc1ccc(C(CNC(=O)CNS(=O)(=O)c2ccc(NC(C)=O)cc2)N2CCOCC2)cc1 (configuration not stated),-1,4,3,-6,1,0,-1,-4,-7
C=CCOc1ccc(CN(C)C(=O)CNC(=O)c2ccc(-c3ccccc3)cc2)cc1,-5,-2,0,-1,-11,1,3,-2,4
CCOC(=O)CSc1nnc(NC(=O)c2cc([N+](=O)[O-])cc([N+](=O)[O-])c2)s1,-2,1,-1,3,-5,2,2,6,-32
Cc1ccc(C(=O)N/C(=C\c2ccc3c(c2)OCO3)C(=O)N2CCOCC2)cc1,11,-6,-4,-1,-7,0,7,3,4
CCOC(=O)C1C(=O)C=C(C)C(C(=O)OCC)C1c1cccc([N+](=O)[O-])c1 (configuration not stated),1,2,0,-4,2,-4,6,-2,-5
Cc1ncc(CN2CCCC(C(=O)Nc3ccc(-c4ccco4)cc3)C2)n1C (configuration not stated),0,1,3,0,2,-3,6,1,6
C#CC1(NC(=O)NCCCC)CCCCC1,0,0,1,1,0,2,9,3,1
O=C(CN1CCN(c2cccc(Cl)c2)CC1)NCc1ccccc1,10,-1,-3,1,5,-4,4,-6,-3
COc1cccc(-n2cnc3sc4c(c3c2=O)CCC4)c1,1,4,-9,-2,3,1,1,6,7
C=CCOc1ccc(C2=NOC(C(=O)Nc3ccc4c(c3)OCCO4)C2)cc1OC (configuration not stated),-2,5,0,-4,9,-3,9,-5,5
COc1ccc(/C=N\NC(=O)C2C(=O)NCC2c2ccccc2)cc1O (configuration not stated),-6,-3,2,5,8,-2,6,0,10
Cc1cccc(N2CCN(C(=O)C3CCC(=O)N(C4CC4)C3)CC2)c1C (configuration not stated),0,2,1,2,1,3,2,-1,2
COc1ccc(Cc2n[nH]c(=S)n2-c2ccc3c(c2)OCCO3)cc1,-5,0,0,-2,4,2,-6,-5,5
O=C(NC(=S)N1CCN(c2ccc(Cl)cc2[N+](=O)[O-])CC1)c1cccs1,-6,0,-6,-3,7,1,11,12,2
COc1cccc(OC)c1C(=O)Nc1cc(C)nn1-c1nc2ccccc2[nH]1,-17,9,-16,-8,17,1,-2,-17,-28
COc1ccc(C(=O)Nc2ccccc2NC(=O)c2ccco2)cc1OC,-1,4,-4,-1,3,-2,-2,2,-8
O=c1[nH]c(C2CCCN(S(=O)(=O)c3ccccc3)C2)nc2c1nnn2Cc1ccc(OC(F)(F)F)cc1 (configuration not stated),-1,7,-3,2,9,-4,3,7,10
CCC1(c2ccc(F)cc2)NC(=O)N(CC(=O)Nc2ccc(S(N)(=O)=O)cc2)C1=O (configuration not stated),1,-4,-12,-4,10,-4,-2,-4,-7
Cc1ccc(NC(=O)COC(=O)CNC(=O)C2CCCCC2)c(Br)c1,4,0,-5,-2,12,-2,6,0,2
CCOC(=O)c1cnc(SCC#N)nc1N,-9,8,1,-2,3,-8,-8,-9,2
CC(C)c1nc(CNC(=O)CC2C(=O)NCCN2Cc2ccoc2)cs1 (configuration not stated),-1,0,-2,1,4,5,2,3,-1
Cc1cc(N2CCN(C)CC2)nc2ccc(NC(=S)N3CCN(c4cccc(Cl)c4)CC3)cc12,-3,5,-1,-2,3,-6,5,5,3
CC1(C)CC(=O)C=C(NC2CC(C)(C)NC(C)(C)C2)C1,-1,0,2,2,6,-4,8,2,-1
COc1ccc(-c2noc3c2-c2nc(C4CCCCC4)sc2CC3)cc1,3,4,-10,1,6,1,1,-3,5
CNC(=O)CSCc1c(F)cccc1Cl,-1,1,1,0,4,-4,7,-3,-5
CC(=O)OCC1OC(OC2C[C@]3(C)C(CC(O)C4C([C@](C)(CCC=C(C)C)OC5OC(CO)C(O)C(O)C5O)CC[C@]43C)[C@@]3(C)CCC(O)C(C)(C)C23)C(O[C@@H]2OC(C)C(O)C(O)C2O)C(O)C1O (some centres not stated),x,7,1,x,15,-7,-8,x,x
Cc1ccc(CCNC(=O)CCc2nc3ccccc3[nH]2)cc1,-6,8,-1,-3,4,-2,-7,-4,6
CNS(=O)(=O)c1ccc(NC(=O)Nc2cccc(F)c2)cc1,-19,1,-1,-21,7,-11,-8,-29,-43
O=C(CCl)N1CCN(S(=O)(=O)c2ccc3ccccc3c2)CC1,4,8,-10,4,4,0,4,16,87*
COc1ccc(/C=N/NC(=O)c2cccc(O)c2)cc1Cn1nc(C)c([N+](=O)[O-])c1C,-14,0,-14,-16,-3,-1,-2,-14,-14
CN(Cc1ccccc1)S(=O)(=O)c1nnc(NC(=O)c2ccc(F)cc2)s1,3,-12,-2,-1,-3,-1,-3,-1,-20
O=C(NCCCN1CCCC1=O)c1ccc(S(=O)(=O)Nc2cccc(C(F)(F)F)c2)cc1,0,2,0,1,0,-2,0,7,0
COCCNC(=O)/C(C#N)=C/c1c(N2CCN(c3ccc(OC)cc3)CC2)nc2c(C)cccn2c1=O,6,0,7,2,4,2,4,5,-3
Cn1c(CCNC(=O)C2CCCCC2)nc2cc([N+](=O)[O-])ccc21,2,-3,2,-2,4,0,0,5,10
O=C1N(c2ccc(Cl)c(Cl)c2)CN(Cc2ccccc2)CN1n1cnnc1,-4,2,-8,2,1,1,2,9,-2
CC(C)n1c(=S)[nH]c2cc(Cl)ccc21,3,4,-8,2,-1,0,12,2,6
Cc1noc(C)c1CSc1nc2ccccc2s1,2,-2,-4,-2,-2,14,0,-4,8
Nc1c(Br)cc(Br)cc1CNC1CCC(O)CC1 (configuration not stated),0&1,-2&2,-3&-3,1&0,5&-8,-2&-2,0&4,1&-1,4&-3
O=C(O)c1ccccc1C(=O)Nc1ccc(-n2nccc2C(F)(F)F)cc1,-2,-5,3,-1,7,0,1,-2,5
COc1ccc(Cl)cc1NC(=O)CN1CCc2ccccc21,2,-2,-1,1,-4,1,11,-1,2
NC(=O)OCC(O)COc1ccc(Cl)cc1 (configuration not stated),1,0,-8,0,5,-4,4,5,0
COC(=O)C[C@](O)(CCCC(C)(C)O)C(=O)O[C@@H]1C(OC)=C[C@]23CCCN2CCc2cc4c(cc2[C@H]13)OCO4,-7,x,x,2,x,-5,2,9,0
O=[N+]([O-])c1ccc(S(=O)(=O)NCCS(=O)(=O)N2CCN(c3ccccc3)CC2)cc1,-2,7,-5,2,3,-7,5,11,3

# (next part)
SMILES,PME-1 primary,PAFAH1B2 FP inh,PAFAH2 FP inh,LYPLA1 inh,PAFAH1B3 FP inh,PAD4 FP inh,pPAFAH FP inh,LYPLA2 counter,GSTO1 inh
COc1ccccc1OCC(=O)N(Cc1nc(-c2ccc(Cl)cc2)no1)C(C)C,10,5,7,0,0,0,10,-2,3
Cn1c(=O)n(C)c2cc(C(=O)c3ccccc3)ccc21,9,3,0,-2,-12,-2,6,2,-2
COc1ccc(O)c(C(=O)c2cc(SCC(=O)O)c3nc4sc5c(c4c(=O)n3c2)CCCC5)c1,2,1,-5,-11,15,-5,28*,-7,-26
Cn1cc(CNCc2cn(C)nc2-c2ccc(C3CCCCC3)cc2)cn1,1,-4,-8,-1,1,3,-1,4,5
O=C1c2ccccc2[C@@H]2C[C@@H](O)[C@H](Nc3cccc(Cl)n3)CCN12,x,2,69*,x,9,-2,36*,x,x
COc1ccc(-c2nc3ccccc3c(=O)n2CCN2CCOCC2)cc1,-1,4,9,2,6,-3,0,2,1
COC(=O)C1=C(C(=O)OC)[C@@H]2N(C)c3ccccc3[C@@]23C[C@@H](C(=O)OC)N(C(=O)c2ccco2)C3=N1,1,7,-3,1,1,-5,4,3,4
Cn1c(=O)n(C)c2cc(CN3C(=O)OC(C)(C)C3(C)O)ccc21 (configuration not stated),0,1,13,0,8,-3,3,8,3
Clc1ccc(-n2nnnc2-c2cnc3ccccc3c2-c2ccccc2)cc1,-4,4,-3,-5,5,1,0,-8,-5
O=C1c2ccccc2C(=O)c2c1cccc2-n1nnc2ccccc21,1,4,4,3,2,-1,1,5,-3
CCCS(=O)(=O)N1CCCC(C(=O)NCCN2CCCCC2C)C1 (configuration not stated),-4,5,-6,3,-4,2,-1,8,2
Cc1cc(C)c2nc(N3CCCC(C(=O)N4CCN(c5ncccn5)CC4)C3)sc2c1 (configuration not stated),-3,-2,-1,3,-5,3,5,3,6
CC1CCc2nc(NC(=O)c3cc(C(C)(C)C)nn3C)sc2C1 (configuration not stated),3,4,5,2,1,0,1,-3,6
O=C1NC(c2cccnc2)C(C(=O)c2cccs2)C(O)(C(F)(F)F)N1 (configuration not stated),2,2,7,4,7,5,2,0,-2
Cc1csc(Nc2ccccc2C(F)(F)F)n1,4,10,4,-1,9,-3,8,-1,-1
O=C1C(Cl)=C(N2CCCCCC2)C(=O)N1c1ccccc1,0,3,6,2,3,-2,2,4,34
O=C(CCNC(=O)c1ccc(Cl)cc1)Nc1ccc(S(=O)(=O)N2CCOCC2)cc1,-1,3,4,0,-4,-5,-2,1,x
CC1(C)Cc2c(sc3c2c(=N)n(Cc2ccco2)c(=O)n3CC(=O)Nc2ccc(Cl)cc2)CO1,-22,-2,-7,-18,-10,-4,2,-10,-16
